Screening data from PubChem.
Tb PFK block: blocks T. brucei phosphofructokinase; T. brucei PFK, ADP-Glo luminescence; 0.17% of 330,000 active; O15648; Potency, µM (doses to about 57.5 µM), for inactives: top-dose activity, negative = inhibition, hits mostly inhibitors;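 further: potency means the concentration at half of the fitted maximal effect; 0% = uninhibited 1x PFK enzyme wells and -100% = no-enzyme wells; nearly all actives have a fitted effect of over 60% in size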
Target sequence (O15648 whole entry, looked up): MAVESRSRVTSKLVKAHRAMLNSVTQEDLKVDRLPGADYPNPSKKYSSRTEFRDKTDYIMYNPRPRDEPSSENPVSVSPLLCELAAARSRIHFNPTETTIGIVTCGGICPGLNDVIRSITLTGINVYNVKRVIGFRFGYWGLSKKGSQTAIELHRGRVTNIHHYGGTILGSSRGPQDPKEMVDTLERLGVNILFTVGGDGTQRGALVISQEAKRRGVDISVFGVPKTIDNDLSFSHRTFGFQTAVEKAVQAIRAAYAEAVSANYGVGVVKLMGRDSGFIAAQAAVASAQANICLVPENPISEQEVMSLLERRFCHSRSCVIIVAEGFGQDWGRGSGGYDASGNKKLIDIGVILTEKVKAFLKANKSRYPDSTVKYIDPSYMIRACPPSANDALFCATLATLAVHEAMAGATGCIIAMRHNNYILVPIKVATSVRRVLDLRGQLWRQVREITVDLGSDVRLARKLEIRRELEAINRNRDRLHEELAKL
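ADP-Glo luminescence quantified ADP after 45 min at room temperature, with 1.25 nM T. brucei PFK, 0.1 mM ATP and 0.5 mM fructose-6-phosphate in pH 8.0 TEA buffer. qHTS titrations up to 57 µM; curves classified by quality.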
GALK inhibitor: blocks human galactokinase activity; P51570; Purified GALK, Kinase-Glo residual ATP luminescence; Potency, µM (top dose mostly 57.5 µM), for inactives: at the top dose activity change, negative = inhibition, usual class: inhibitors; 0.007% of 270,000 active; further: potency means the concentration at half of the fitted maximal effect; on the % scale 0 is the no-effect control and ±100 the full control effect
Target sequence (P51570 whole entry, looked up): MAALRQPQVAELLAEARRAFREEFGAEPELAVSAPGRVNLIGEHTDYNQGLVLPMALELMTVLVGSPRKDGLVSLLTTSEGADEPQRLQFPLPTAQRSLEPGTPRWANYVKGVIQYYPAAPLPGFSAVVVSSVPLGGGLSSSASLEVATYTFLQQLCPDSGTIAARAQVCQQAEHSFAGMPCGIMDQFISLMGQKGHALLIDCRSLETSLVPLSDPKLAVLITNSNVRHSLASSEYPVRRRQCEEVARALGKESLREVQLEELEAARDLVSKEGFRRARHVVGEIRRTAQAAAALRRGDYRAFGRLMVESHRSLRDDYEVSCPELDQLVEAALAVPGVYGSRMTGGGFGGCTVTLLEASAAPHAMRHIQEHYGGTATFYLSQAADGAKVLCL
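The enzyme phosphorylates galactose (100 uM) using ATP (35 uM); inhibition is detected as higher residual ATP, quantified by bioluminescence after 1 h reaction at room temperature, pH 8.0.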
Chronic BCR inh: chronic active BCR signaling inhibition | AID 493014 | Potency, µM (doses to about 46.1 µM), without a hit: at the top dose ratio change, negative = lower green/red ratio, hits mostly inhibitors | ABC-DLBCL IkBa-CBG/CBR reporter, luminescence ratio, 4 h | 0.05% of 340,000 active; active means well fitted inhibition curve with a large enough effect in the signal ratio, with a control signal flat, not every such curve was filed as active; inconclusive means small, poorly fitted or top-dose-only effect, or effect the other way, or a change in a side signal; the % refers to the signal ratio;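 further: potency means the concentration at half of the fitted maximal effect; plate controls were basal doxycycline-induced cells for no effect and cells given 10 µM MG132 for full effect; MG132 reads +100%, hits lower the ratio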
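TMD8 ABC-DLBCL cells carrying doxycycline-inducible green luciferase fused to IkappaBalpha plus unfused red luciferase were exposed to compounds (up to 46 uM) for 4 hrs at 37C. Activity came from the overlap-corrected green/red luminescence ratio.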
Integrin act MD: activates integrin-mediated alleviation for muscular dystrophy. alpha7betagal myoblasts, beta-gal FDG fluorescence, 48 h. AID 624291. 0.064% of 350,000 active. Potency, µM (titrated, usually from 38.3 µM), for inactives: at the highest dose activation, hits mostly activators;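 further: potency means the concentration at half of the fitted maximal effect; 100% = response of the positive control SU9516; nearly all actives have a fitted effect of over 60% in size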
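alpha7betagal+/- myoblasts (passage 13, 250/well) treated 48 h at 37C with compounds at 1:260 dilution of DMSO stock. Lysed, then beta-galactosidase activity read as FDG fluorescence (ex 480/em 540) after 30 min, with pre-read for autofluorescence.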
S-ASM inh: human S-ASM enzyme inhibition | P17405 | placental ASM, HMU-PC fluorogenic substrate, 60 min | Potency, µM (doses to about 57.5 µM), for the others: top-dose activity change, negative = inhibition, hits mostly inhibitors | 0.006% of 340,000 active | AID 504937; further: potency means the concentration at half of the fitted maximal effect
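qHTS format. ASM enzyme prepared from human placenta hydrolyses the fluorogenic substrate HMU-PC0 (9 uM final) over 60 min at 37 °C after a 10 min compound preincubation.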
Coupling enz: inhibits coupling enzyme system, counter-screen for aldolase hits. coupling enzyme system counterscreen, AmpLite Red fluorescence. activity change, negative = inhibition, % at 58.2 µM, hits read low. 0.67% of 290,000 active. AID 2472; in the data active means activity change below about -30%; further: on the % scale 0 is the no-effect control and ±100 the full control effect
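Coupling enzymes only (glyceraldehyde-3-phosphate) + compound, at 57.5 uM final, 10 min RT; add substrate/coupling/AmpLite Red mix, 20 min RT; fluorescence ex 525/em 598 nm. Actives flag coupling-system interference.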
Menin-MLL TR inh: menin-MLL binding inhibition, Texas Red mutant peptide. Potency, µM (highest dose often 61.6 µM), without a hit: at the top dose FP activity change, negative = inhibition, hits mostly inhibitors. Menin + Texas Red MLL mutant peptide, fluorescence polarization. 0.23% of 270,000 active. O00255; active means well fitted inhibition curve with a large enough effect in the polarisation, with a control signal flat, not every such curve was filed as active; inconclusive means small, poorly fitted or top-dose-only effect, or effect the other way, or a change in a side signal; inactive means no such curve, though single readings can be large or run the other way; the % refers to the polarisation; further: potency means the concentration at half of the fitted maximal effect; % of control where 0% means no effect; many of its hits are not listed in these tables
PTAP TSG101 blk: blocks PTAP/TSG101 interaction to inhibit HIV-1 budding | AID 493005 | 340,000 tested, under 10 active | Potency, µM (highest dose often 115 µM), for inactives: at the highest dose activity change, negative = inhibition, most hits filed as inhibitors | Q99816 | Fluorescence polarization, FITC-PTAP peptide / Tsg101 binding; active means well fitted inhibition curve with a large enough effect in the main read-out, with a control signal flat, not every such curve was filed as active; inconclusive means small, poorly fitted or top-dose-only effect, or effect the other way, or a change in a side signal; inactive means no such curve, though single readings can be large or run the other way; further: potency means the concentration at half of the fitted maximal effect; % of control where 0% means no effect
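Steps: Tsg101 binding domain dispensed (10 uM final), compounds pinned in DMSO, FITC-labeled PTAP-motif peptide added (50 nM final); after 20 min binding at room temperature, polarization measured.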
Giardia kill: kills Giardia lamblia | Giardia lamblia trophozoite viability | activity change, % at 7.66 µM, hits read low | 0.15% of 340,000 active; in the data active means activity change below about -80%; inconclusive means between about -30% and that limit;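 further: parasites exposed to compound for two days anaerobically before the ATP read; on the % scale 0 is the no-effect control and ±100 the full control effect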
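Luminescence from cellular ATP indicates surviving trophozoites (100 cells/well) following 48 hrs anaerobic compound treatment at 37 deg C; signal develops 15-30 min at room temperature.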
PKM2 act: activators of human pyruvate kinase M2 | P14618 | purified PKM2, Kinase-Glo ATP luminescence, activation; response scale: 0% is enzyme alone, no compound | Potency, µM (series often up to 57.5 µM), without a hit: at the highest dose activation, hits mostly activators | 0.34% of 260,000 active | AID 1631; further: potency means the concentration at half of the fitted maximal effect; on the % scale 0 is the no-effect control and ±100 the full control effect; nearly all actives have a fitted effect of over 55% in size
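hPK-M2, >95% pure; 0.1 mM ADP / 0.5 mM PEP final; imidazole pH7.2 buffer w/ 7 mM MgCl2, 50 mM KCl; 1 h RT; Kinase-Glo lum. Intermediate enzyme activity for dual inhibitor/activator qHTS.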
B2AR arrestin: beta2AR (human) beta-arrestin recruitment activity; P07550; beta-arrestin recruitment to beta2AR, cell-based reporter; Potency, µM (highest dose often 46.1 µM), inactives show at the highest dose activation, hits mostly activators; 0.02% of 330,000 active; AID 492947;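 further: potency means the concentration at half of the fitted maximal effect; 0% = DMSO controls and full agonism = EC100 isoproterenol or metaproterenol; nearly all actives have a fitted effect of over 65% in size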
An asterisk follows results filed as active; u = inconclusive; x = no result given; [ ] = dose if it differs, or a comment. Unless noted, the call rests on the fitted dose curve; in most records, active means well fitted curve in the direction sought with a large enough effect; inconclusive means small, poorly fitted or top-dose-only effect, or another doubt; inactive means no such curve, though single readings can be large; an effect the other way counts as inactive or inconclusive.

SMILES	Tb PFK block	GALK inhibitor	Chronic BCR inh	Integrin act MD	S-ASM inh	Coupling enz	Menin-MLL TR inh	PTAP TSG101 blk	Giardia kill	PKM2 act	B2AR arrestin
Cc1ccc(S(=O)(=O)N2CCC(=O)N(CCOCc3cccc(C)c3)CC2)cc1	-2%	x	0%	-13%	5%	2	5%	x	-12	27%	-1.4%
Cc1ccc(NS(=O)(=O)c2cccc(C(=O)N3CCN(c4ncccn4)CC3)c2)cc1	0%	x	2%	-21%	-3%	x	x	-1%	5	x	0.8%
COc1ccc(-c2n[nH]c(=S)n2Cc2ccco2)cc1	-22%	-1%	-5%	-6%	-1%	0	13%	-1%	-7	-6%	-0.2%
Cc1ccccc1N1CCN(S(=O)(=O)c2cccs2)CC1	-3%	5%	2%	22%	-5%	x	x	3%	-3	0%	0.4%
CS(=O)(=O)c1ccc(Cl)c(NC(=O)C2CCCCN2S(=O)(=O)c2ccccc2)c1 (centres undefined)	-5%	x	2%	20%	8%	x	x	-4%	-7	x	0.1%
COc1ccccc1C1CC(=O)Oc2cc(C)c(Br)c(C)c21 (centres undefined)	1%	x	12%	6%	1%	-6	-1%[94.6 µM]	-3%	u	x	-0.7%
Cc1ccc(S(=O)(=O)NCCCNS(C)(=O)=O)cc1	20%	-1%	3%	2%[7.66 µM]	6%	0	-6%	-3%	-6	2%	0.0%
COc1ccc(CNC(=O)c2c(C)cc(=O)oc2C)cc1	-2%	10%	-1%	15%	-2%	0	-20%	0%	7	x	-0.1%
Cc1cccc(N2CCN(C(=O)c3ccc4[nH]c(C)c(C)c4c3)CC2)c1C	3%	x	u	-4%	-13%	x	x	0%	-12	x	-0.2%
Cc1cc([N+](=O)[O-])nn1Cc1ccc(C(=O)N/N=C/c2ccc(N(C)C)cc2)cc1	-4%	6%	u	0%	-2%	3	x	0%	9	-4%	-0.4%
CCOc1ccccc1OC(C)C(=O)Nc1ccc(S(=O)(=O)N2CCCC2)cc1 (centres undefined)	8%	-4%	-8%	-7%	5%	x	x	-3%	11	-4%	-0.4%
CNC(=O)NC(=O)C(C)OC(=O)c1c(C)noc1C (centres undefined)	1%	-3%	u	2%	3%	0	x	-6%	-3	4%	-0.2%
COc1ccc(C(=O)N/C(=C/c2ccc(Cl)cc2)C(=O)NCc2ccncc2)cc1	0%	-5%	2%	15%	6%	4	10%	-2%	-2	x	0.2%
CC(C)(C)NC(=S)Nc1ccc(Nc2ccccc2)cc1	0%	-1%	0%	-51%[inhibitor]	-6%	3	u	-3%	20	6%	0.1%
O=C(NNC(=O)C12CC3CC(CC(C3)C1)C2)c1ccccc1F	-3%	0%	8%	14%	-2%	0	13%	-1%	8	-3%	-0.3%
COc1ccc(CCNC(=O)C(=O)NCC2OCCN2S(=O)(=O)c2ccc(F)cc2)cc1 (centres undefined)	0%	x	4%	-1%	3%	-3	-15%	2%	-16	1%	-0.2%
CN(C)C1=NC[C@H](Cc2ccccc2)N1CC1CCC(C(C)(C)C)CC1 (some centres undefined)	0%	x	-29%	-46%[inhibitor]	2%	0	-23%	-3%	3	-2%	0.3%
N#Cc1c(N)n(-c2ccc(N)cc2)c2nc3ccccc3nc12	6%	-1%	7%	18%	10%	-2	x	-6%	3	2%	-0.7%
CCOCCn1c(=O)c2c(nc3n2CC(C)CN3Cc2ccccc2)n(C)c1=O (centres undefined)	-3%	6%	9%	-25%	-4%	1	-13%	-6%	-9	0%[0.46 µM]	0.4%
Cc1cc(C(=O)N/N=C/c2cc(Br)cc([N+](=O)[O-])c2O)c2ccccc2n1	-13%	x	1%	19%	-5%	0	u	-13%	3	0%	-0.3%
O=C(Nc1ccc2oc(-c3ccccc3)nc2c1)c1ccncc1	-2%	7%	u	8%	-1%	0	1%	-1%	2	-1%	3.5%
CC1Cc2ccccc2N1C(=O)CN1C(=O)NC(C)(CCc2ccccc2)C1=O (centres undefined)	-2%	6%	0%	29%	1%	x	x	-7%	19	-5%	-0.1%
Cc1ccc(N2CC(C(=O)Nc3nnc(SCc4ccccn4)s3)CC2=O)cc1 (centres undefined)	3%	-3%	2%	-13%	-4%	1	4%	-5%	-7	3%	-0.9%
Clc1ccc(-c2noc(COc3ccccc3)n2)cc1	0%	5%	u	12%	9%	-2	2%	-8%	-3	0%	-0.8%
Cc1ccc(NS(=O)(=O)c2ccc3c(c2)NC(=O)CO3)c(C)c1	-2%	-2%	0%	20%	0%	x	x	0%	-26	x	0.4%
CCN(CC)CCN1C(=O)c2oc3ccc(F)cc3c(=O)c2C1c1ccncc1 (centres undefined)	-1%	3%	-1%	25%	4%	1	x	0%	11	-15%	0.1%
CCC(C)[C@H](NC(=O)Nc1ccc(Oc2ccccc2)cc1)C(=O)O (some centres undefined)	-2%	4%	-3%	-16%	-1%	5	-6%	0%	-9	-2%	-0.7%
COc1ccc(CCNC(=O)C2C3CCC(C3)C2C(=O)O)cc1OC (centres undefined)	3%	-4%	1%	-24%	0%	1	15%	1%	10	-4%	0.1%
O=C(Nc1cc(S(=O)(=O)N2CCOCC2)ccc1N1CCCC1)c1cnccn1	0%	-1%	-2%	-1%	2%	3	-4%	0%	-6	4%	-0.3%
CCC(=O)c1ccc(OC)c(OC)c1O	-7%	8%	-1%	1%	1%	-12	-4%	-4%	-4	-3%	-0.8%
COc1cc(C)c(NC(=O)C(=S)N2CCCC2)cc1C	-3%	6%	-2%	4%	3%	0	3%	-5%	-8	-1%	-0.2%
CCCCNC(=O)CCn1c(=O)c2ccccc2n(Cc2ccc(F)cc2)c1=O	0%	1%	-2%	0%	0%	1	-8%	-2%	-9	1%	0.2%
Cc1ccc(NC(=O)CN2C(=S)NC(C)(C)CC2C)cc1Cl (centres undefined)	1%	1%	0%	-13%	-7%	1	4%	-1%	1	x	-0.2%
COc1cccc(OC)c1C(=O)NCCN1CCN(C(=O)c2c(OC)cccc2OC)CC1	-7%	-2%	-2%	-10%	3%	1	-16%	-6%	5	12%	0.4%
CCN(C(=O)COC(=O)CSc1ccc(F)cc1)c1c(N)n(Cc2ccccc2)c(=O)[nH]c1=O	12%	x	1%	6%	3%	x	x	-6%	6	x	0.0%
CCn1cnc2c(oc3ccccc32)c1=O	2%	3%	3%	0%	2%	1	-6%	-4%	-23	-4%	-1.0%
CN(CCOc1ccc(Cl)cc1)C(=O)Cc1ccc(S(=O)(=O)N2CCOCC2)s1	-2%	x	0%	-28%	-2%	x	x	0%	-8	x	-0.4%
COc1cc2c(cc1OC)CN(S(=O)(=O)c1ccc(Cl)nc1)CC2	-8%	x	u	-3%	x	x	x	1%	5	x	0.4%
CCN(CC)CCN(C(=O)Cn1nnc(-c2ccc(C)o2)n1)C(C(=O)NC1CCCC1)c1ccc(F)cc1 (centres undefined)	3%	-3%	-5%	-16%	-1%	0	8%	-5%	-21	0%	0.4%
CCOC(=O)C1CCCN(C(=O)C2CCCN(S(=O)(=O)c3ccc4c(c3)oc(=O)n4C)C2)C1 (centres undefined)	-7%	1%	-2%	-4%	5%	1	0%	-1%	0	8%	0.2%
CCCCC(CC)C(=O)NCc1ccc(F)cc1 (centres undefined)	3%	1%	u	5%	0%	5	-2%	-2%	-29	8%	-0.3%
CC(=O)N(/C=C1\SC(=S)N(c2ccccc2)C1=O)c1ccccc1	-5%	0%	-1%	23%	-12%	2	x	-6%	14	3%	-0.9%
O=C(CSc1nnc(CNc2ccccc2)o1)N1CCCc2ccccc21	-24%	-7%	16%	-23%	2%	4	x	1%	10	6%	-0.2%
CC(=O)Nc1ccc(NC(=O)[C@@H]2CCCN2S(=O)(=O)c2ccc3c(c2)OCCO3)cc1	-7%	-1%	-4%	5%	-3%	3	-7%	-1%	17	-1%	0.0%
CN(c1ccccc1)S(=O)(=O)c1ccc(C(=O)Nc2ccncc2)cc1	13%	x	-2%	-8%	-1%	x	x	-8%	2	x	0.1%
COCCn1nnnc1C(c1cccc(C(F)(F)F)c1)N1CCOCC1 (centres undefined)	0%	-2%	-1%	3%	0%	8	13%	-5%	15	-14%	0.4%
COc1cc2c(c(OC)c1O)C(=O)CO2	-13%	4%	-5%	15%	2%	3	-16%	-9%	-2	-5%	0.5%
COc1cc(C(=O)NNC(=O)COc2ccccc2Cl)ccc1OCC(=O)N1CCOCC1	2%	x	-1%	-22%	0%	x	x	-2%	10	x	-0.2%
CCOC(=O)c1ccccc1NC(=S)N1CCC(N2CCCCC2)CC1	-5%	x	2%	-5%	2%	-2	-4%	4%	10	5%	-0.2%

This is a subset; count on the stated rates, not on these rows.
